Screening data (PubChem BioAssay)
FadD28 binding: inhibitors of Mycobacterium tuberculosis FadD28 bisubstrate binding; FadD28 bisubstrate probe binding, fluorescence polarization; inhibition, % at 12.5 µM; hit rate 0.22% among 360,000; in the data active means inhibition above about 8.5%, passing the limit was not always enough; inconclusive means no clear call, values can overlap the other calls
FBA Mtb inh: Mtb fructose-bisphosphate aldolase inhibition; AID 588726; P9WQA3; purified M. tuberculosis FBA, fluorescence read-out; inhibition, % at 1 µM; hit rate 2.3% among 360,000; in the data active means inhibition above about 27%;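 further: 0% = vehicle and 100% = reference inhibitor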
Target sequence (P9WQA3 whole entry, looked up): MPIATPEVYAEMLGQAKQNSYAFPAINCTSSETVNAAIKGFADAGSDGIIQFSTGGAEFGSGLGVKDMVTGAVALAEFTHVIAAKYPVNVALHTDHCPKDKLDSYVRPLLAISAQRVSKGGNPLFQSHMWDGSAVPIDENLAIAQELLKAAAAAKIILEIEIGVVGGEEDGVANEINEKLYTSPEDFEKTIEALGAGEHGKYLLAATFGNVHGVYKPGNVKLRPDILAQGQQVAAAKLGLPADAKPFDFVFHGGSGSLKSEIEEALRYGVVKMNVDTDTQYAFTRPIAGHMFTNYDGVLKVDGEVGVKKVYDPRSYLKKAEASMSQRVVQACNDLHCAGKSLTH
Mtb UGM inh: inhibitors of M. tuberculosis UDP-galactopyranose mutase. hit rate 0.06% among 320,000. purified UGM, fluorescence polarization probe displacement. inhibition, % at 10 µM; in the data active means inhibition above about 10%, passing the limit was not always enough; inconclusive means no clear call, values can overlap the other calls
Target sequence (P9WIQ1 whole entry, looked up): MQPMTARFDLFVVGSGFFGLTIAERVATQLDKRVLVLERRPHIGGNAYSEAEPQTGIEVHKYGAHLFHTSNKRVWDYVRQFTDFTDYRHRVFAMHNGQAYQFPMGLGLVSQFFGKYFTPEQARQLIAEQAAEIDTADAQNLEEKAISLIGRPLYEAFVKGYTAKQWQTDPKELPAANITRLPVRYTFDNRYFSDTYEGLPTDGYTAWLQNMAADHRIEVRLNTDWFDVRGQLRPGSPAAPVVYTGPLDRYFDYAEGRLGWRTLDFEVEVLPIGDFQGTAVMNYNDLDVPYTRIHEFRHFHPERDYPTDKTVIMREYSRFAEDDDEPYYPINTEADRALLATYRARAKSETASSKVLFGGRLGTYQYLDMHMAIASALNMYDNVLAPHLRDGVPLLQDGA
Anthrax LF inh2: blocks Bacillus anthracis lethal factor protease; P15917; multiplex microsphere protease cleavage assay, LF; inhibition, % at 10 µM; hit rate 0.12% among 360,000; further: plate controls were buffer without enzyme for full effect and enzyme alone for no effect
BoNT A protease: BoNT A light chain protease inhibition | multiplex microsphere protease substrate cleavage, flow cytometry | inhibition, % at 10 µM | hit rate 0.17% among 360,000 | AID 588499; further: plate controls were buffer without enzyme for full effect and enzyme alone for no effect
PfHsp40 yeast: restores yeast growth despite PfHsp40 toxicity; S. cerevisiae expressing PfHsp40, growth rescue, ATP luminescence; growth rescue, % at 12.5 µM; hit rate 0.68% among 340,000; AID 504582; in the data active means growth rescue above about 28%, passing the limit was not always enough; inconclusive means no clear call, values can overlap the other calls;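 further: yeast W303a lacking pdr1 and pdr3 grown in galactose medium; growth measured after three days at 30 °C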
BoNT-F LC inh: inhibitors of Botulinum neurotoxin F light chain protease | Multiplex microsphere protease cleavage assay, flow cytometry | hit rate 0.22% among 360,000 | inhibition, % at 10 µM; in the data active means inhibition above about 35%, passing the limit was not always enough; inconclusive means no clear call, values can overlap the other calls; further: plate controls were buffer without enzyme for full effect and enzyme alone for no effect
GDH-TPI counter: GDH-TPI coupled enzyme inhibition counter-screen; GDH-TPI coupled enzyme counterscreen, NADH absorbance; inhibition, % at 4.8 µM; hit rate 1.2% among 360,000; AID 588335; in the data active means inhibition above about 30%;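 further: 0% = DMSO wells and 100% = wells lacking the enzyme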
Mtb BioA inh: blocks M. tuberculosis BioA enzyme activity. purified M. tuberculosis BioA enzyme, plate reader. inhibition, % at 9.99 µM. hit rate 0.096% among 360,000. AID 602481; in the data active means inhibition above about 40%; inconclusive means no clear call, values can overlap the other calls
The depositor's hits bear a star; ? = inconclusive; · = no result given. Unless noted, no stated cut-off is given here; in the data, active means inhibition above about 30%; inconclusive means no clear call, values can overlap the other calls; inactive means below that.

SMILES | FadD28 binding | FBA Mtb inh | Mtb UGM inh | Anthrax LF inh2 | BoNT A protease | PfHsp40 yeast | BoNT-F LC inh | GDH-TPI counter | Mtb BioA inh
CCOc1ccc(Br)cc1S(=O)(=O)Nc1ccc(C(=O)OCC(=O)N(C)c2ccccc2)cc1 | -2.0 | -3 | 3.0 | -1 | 0.2 | 0.9 | 4 | -3 | ·
CC(C)Cc1ccc(CN2CCCC(NC(=O)CCN3CCOCC3)C2)cc1 (configuration not stated) | -4.6 | 6 | -3.6 | -6 | 0.2 | -1.1 | -7 | -9 | -0.3
Cc1cccn2c(=O)nc(SCC(=O)N3CCCCC3)nc12 | -3.2 | 2 | 0.4 | 3 | -4.2 | -1.1 | -7 | 6 | ·
COc1ccc(Sc2ccc(NC(=O)c3cccc(Cl)c3)cc2C#N)cc1 | -4.7 | -3 | · | -2 | -0.1 | · | 0 | 20 | -0.3
COC(=O)c1ccc(=O)c2nc3/c(=C/O)c(O)cc(=O)c3[nH]c12 | 1.7 | -1 | -0.6 | -8 | -1.5 | -0.1 | -1 | 15 | -1.8
O=C(NCc1ccc(F)cc1)c1cc(C2CCCCN2C(=O)C2CCCCC2)on1 (configuration not stated) | -7.3 | -1 | · | -2 | -0.2 | · | 1 | 9 | -0.3
CCc1ccc(NC(=O)N2CCCCCC2)cc1 | -0.4 | 0 | -1.8 | -4 | -1.8 | -0.9 | 0 | 4 | -2.5
COc1ccc(S(N)(=O)=O)cc1N(C)S(=O)(=O)c1ccccc1 | -1.4 | -1 | 0.2 | -4 | 0.2 | 0.1 | 0 | -7 | 1.3
C/C=C/c1ccc(OCCOc2ccc(C=O)cc2OC)c(OC)c1 | 0.2 | 2 | 0.4 | 0 | 0.0 | -0.4 | -1 | -1 | ·
O=C(NCc1ccc(F)cc1)C1CCN(S(=O)(=O)N2CCOCC2)CC1 | 0.7 | -1 | -0.3 | 4 | -1.2 | 0.2 | -1 | 3 | 3.2
CCCN(CCC)C(=O)/C=C/c1cccc([N+](=O)[O-])c1 | -3.0 | 1 | 0.6 | -2 | 0.5 | 0.2 | -10 | -3 | ·
Cc1ccc(C(=O)NC2CCCCCC2)cc1N1CCCC1=O | -1.9 | 2 | 2.9 | 3 | 1.5 | 0.5 | ? | -3 | -0.6
Cc1ccc(C(=O)CSc2nnnn2-c2ccccc2)o1 | -1.5 | 1 | -0.2 | 0 | -0.3 | 9.1 | -1 | 1 | ·
COc1ccc(N(CC(=O)NCCSCc2ccco2)S(=O)(=O)c2ccccc2)cc1Cl | -0.9 | 3 | 2.3 | -2 | -0.8 | 3.2 | 0 | 0 | 0.8
COC(=O)n1ccc(C(=O)Nc2ccccc2F)n1 | 0.0 | 3 | 0.3 | -6 | -0.3 | -1.6 | -2 | 1 | 0.2
COC(=O)c1sc(SC)c(S(=O)(=O)C(C)C)c1N/N=C(\C#N)C(=O)c1ccccc1 | -0.9 | -7 | 0.4 | 2 | -0.4 | -1.6 | -3 | 10 | ·
COc1ccc(C(=O)N2CCCC(Nc3ccc(F)cc3)C2)cc1F (configuration not stated) | -0.3 | 1 | -1.3 | 2 | -1.0 | 0.3 | -8 | 3 | 6.9
CC(C)CCNC(=S)Nc1ccc(F)cc1 | -2.5 | -6 | -0.6 | 1 | 0.3 | -1.4 | 16 | -4 | 0.9
CCCn1cnc2scc(-c3ccc(OC)cc3)c2c1=O | -3.7 | -1 | 1.1 | -6 | 0.4 | -0.1 | -13 | 6 | 3.8
Fc1ccc(C2CCCN2Cc2nc(Cc3ccccc3)no2)cc1 (configuration not stated) | -2.2 | 1 | -1.0 | 1 | -0.3 | -1.1 | 2 | 9 | ·
O=C1OCC2=C1C(c1ccc(F)cc1)Sc1ccccc1N2 (configuration not stated) | -4.3 | -3 | -1.6 | -3 | 1.2 | -0.6 | -9 | -4 | 0.0
CCN1C(=O)/C(=C/N2CCc3ccccc3C2)SC1=S | -3.2 | -4 | -0.3 | -5 | -50 | 0.9 | ? | -13 | -0.8
CCOC(=O)c1c(C)[nH]c(C)c1S(=O)(=O)NCCCc1ccco1 | -4.1 | -3 | -0.5 | -2 | -3.3 | -0.8 | -6 | 0 | ·
COc1ccc(N2CC(C(=O)OCC(=O)c3cccc(OC)c3)CC2=O)cc1 (configuration not stated) | -2.7 | -1 | -3.3 | -3 | -1.2 | -1.2 | -29 | -3 | 1.4
CC1CCC/C(=N\NS(=O)(=O)c2ccccc2)C1 (configuration not stated) | 0.1 | -1 | 1.4 | -4 | -0.2 | -1.3 | 0 | 4 | ·
COc1ccc(CN2C(=O)c3cccnc3C2=O)cc1S(=O)(=O)N1CCOc2ccc(C)cc21 | -4.9 | 0 | -1.2 | 0 | 0.8 | -0.7 | 0 | 4 | -0.8
Clc1ccc(-c2onc3c2CCCC3)cc1 | -2.9 | -3 | 3.8 | 1 | 0.2 | -1.0 | ? | -10 | -0.4
OC(CN1CCN(Cc2ccccc2)CC1)c1ccc(Br)cc1 (configuration not stated) | -2.5 | 1 | 1.7 | -2 | -0.9 | -1.5 | -11 | 3 | ·
O=[N+]([O-])c1ccc(N2CCN(C(=S)Nc3ccc(F)cc3)CC2)cc1 | -0.6 | 1 | 0.6 | 2 | 0.3 | -2.3 | -5 | 2 | -0.8
CC(C)CC(=O)N1CCN(Cc2cccc(F)c2)CC1 | 1.1 | 2 | -2.5 | 1 | 0.1 | 0.6 | -3 | 4 | ·
O=C(NCCO)/C(=C\c1cccc([N+](=O)[O-])c1)NC(=O)c1ccco1 | -0.5 | -2 | 2.0 | 0 | -0.1 | -0.8 | -10 | 2 | -0.2
CCn1cc(C2C(C(=O)Nc3ccc(Br)cn3)=C(C)NC3=C2C(=O)CCC3)c(C)n1 (configuration not stated) | 0.1 | 33* | 1.9 | -1 | 0.3 | -0.7 | 5 | 13 | ·
O=C(NNC(=O)c1cnccn1)c1ccc(Cl)c(Cl)c1 | -4.0 | -2 | -3.9 | 1 | -0.3 | 0.3 | 3 | 11 | 1.6
COc1ccc2oc(C(=O)OCC(=O)NCc3ccccc3OC)c(C)c2c1 | 0.2 | 18 | -0.8 | -6 | -4.1 | 1.1 | -1 | 4 | -3.6
Cc1ccc2[nH]nc(C(=O)N3CCCC(C(=O)c4ccc(Cl)cc4)C3)c2c1 (configuration not stated) | -4.8 | 1 | 0.5 | -11 | -1.3 | 1.8 | 2 | 1 | ·
COc1ccc(NC(=O)C23CC4CC(C2)CC(n2cnc(Br)n2)(C4)C3)cc1Cl | -1.8 | 1 | 1.8 | -1 | -0.1 | 0.4 | -3 | 2 | ·

Seven records drawn at random from the list so far:
SMILES | FadD28 binding | FBA Mtb inh | Mtb UGM inh | Anthrax LF inh2 | BoNT A protease | PfHsp40 yeast | BoNT-F LC inh | GDH-TPI counter | Mtb BioA inh
CCn1cc(C2C(C(=O)Nc3ccc(Br)cn3)=C(C)NC3=C2C(=O)CCC3)c(C)n1 (configuration not stated) | 0.1 | 33* | 1.9 | -1 | 0.3 | -0.7 | 5 | 13 | ·
Clc1ccc(-c2onc3c2CCCC3)cc1 | -2.9 | -3 | 3.8 | 1 | 0.2 | -1.0 | ? | -10 | -0.4
O=C(NNC(=O)c1cnccn1)c1ccc(Cl)c(Cl)c1 | -4.0 | -2 | -3.9 | 1 | -0.3 | 0.3 | 3 | 11 | 1.6
CC(C)CC(=O)N1CCN(Cc2cccc(F)c2)CC1 | 1.1 | 2 | -2.5 | 1 | 0.1 | 0.6 | -3 | 4 | ·
COc1ccc(CN2C(=O)c3cccnc3C2=O)cc1S(=O)(=O)N1CCOc2ccc(C)cc21 | -4.9 | 0 | -1.2 | 0 | 0.8 | -0.7 | 0 | 4 | -0.8
O=[N+]([O-])c1ccc(N2CCN(C(=S)Nc3ccc(F)cc3)CC2)cc1 | -0.6 | 1 | 0.6 | 2 | 0.3 | -2.3 | -5 | 2 | -0.8
CC1CCC/C(=N\NS(=O)(=O)c2ccccc2)C1 (configuration not stated) | 0.1 | -1 | 1.4 | -4 | -0.2 | -1.3 | 0 | 4 | ·

Shown with values under each structure: 2 of the compounds above
Values run as follows: FadD28 binding, FBA Mtb inh, Mtb UGM inh, Anthrax LF inh2, BoNT A protease, PfHsp40 yeast, BoNT-F LC inh, GDH-TPI counter, Mtb BioA inh
O=C(NNC(=O)c1cnccn1)c1ccc(Cl)c(Cl)c1
    -4.0, -2, -3.9, 1, -0.3, 0.3, 3, 11, 1.6
COc1ccc2oc(C(=O)OCC(=O)NCc3ccccc3OC)c(C)c2c1
    0.2, 18, -0.8, -6, -4.1, 1.1, -1, 4, -3.6

(cont.)
SMILES | FadD28 binding | FBA Mtb inh | Mtb UGM inh | Anthrax LF inh2 | BoNT A protease | PfHsp40 yeast | BoNT-F LC inh | GDH-TPI counter | Mtb BioA inh
COc1cccc(NC(=O)N2CCCC2C(=O)NCc2ccccc2)c1 (configuration not stated) | -1.7 | 6 | -0.5 | 3 | -0.7 | -1.9 | 1 | 3 | -0.9
Cc1c(C#N)c2ccccc2n1CCOc1ccccc1F | -3.0 | -2 | -0.4 | 8 | 3.9 | 0.3 | 0 | -7 | ·
COC(=O)C1=C(C)NC(=O)C1(NC(=O)CN1CCCC1=O)C(F)(F)F (configuration not stated) | -2.5 | 1 | 0.9 | 0 | 0.1 | -1.7 | -7 | 1 | -1.7
Cc1c(C(=O)NC2CCCCC2)oc2c1C(=O)CC(C)(C)C2 | -2.9 | -2 | 0.0 | -2 | -0.7 | 0.5 | -10 | 3 | ·
O=C(NCCc1csc(-c2cccnc2)n1)c1c(F)cccc1F | -3.8 | 2 | -2.0 | 0 | 0.7 | 6.4 | 8 | -1 | 5.5
S=c1nccc(-c2ccc(Cl)cc2)[nH]1 | -3.4 | 0 | 0.7 | ? | -1.8 | · | 23 | -2 | -0.7
Cc1ccc(C)c(NNC(N)=S)c1 | -0.7 | 5 | -0.6 | -2 | -1.1 | -0.1 | 0 | -2 | 1.9
CCCc1nnc(SCC(=O)NC2CCCCC2)n1CCOC | · | -3 | -2.2 | -3 | 0.9 | 0.8 | 6 | -13 | 0.6
COc1ccc(S(=O)(=O)CC2(O)CCN(C(=O)C(C)(C)C)CC2)cc1 | 0.1 | 0 | -2.4 | -8 | 1.0 | 0.5 | 1 | 9 | -1.5
CN(c1ccc(Cl)cc1)c1cc2c(c3c1ccn3C)C1CCC2O1 (configuration not stated) | -2.2 | 1 | · | 1 | 0.2 | · | -8 | · | 0.2
CCCC(c1nnnn1CCOC)N1CCN(C(=O)c2ccco2)CC1 (configuration not stated) | -2.9 | 4 | 4.0 | -1 | -0.6 | 0.3 | -9 | 6 | 3.0
CCN1CCN(Cc2ccc(NC(=O)c3ccc(C)c(NC(=O)c4cccc(-c5cn[nH]c(=O)c5)c4)c3)cc2C(F)(F)F)CC1 | -7.3 | 2 | -2.8 | 6 | 0.5 | -1.2 | -31 | -11 | -0.7
Cc1ccccc1N1C(=O)CC1(C#N)c1ccc(OCc2ccccc2)cc1 (configuration not stated) | -1.4 | 0 | 4.7 | -2 | -0.3 | 0.9 | -4 | 1 | ·
CCOc1ccc(S(=O)(=O)N2CCC(C(=O)NCC(=O)Nc3cccc(Cl)c3C)CC2)cc1 | -1.8 | 1 | · | -2 | -6.3 | 0.1 | 5 | 3 | -0.5
O=C(Nc1ccc(S(=O)(=O)Nc2ccccn2)cc1)c1cccc(Br)c1 | -1.6 | 0 | 0.3 | 3 | 1.8 | 0.4 | 0 | 2 | 0.4
O=C(/C=C/c1ccccc1)c1ccoc1 | -0.4 | -1 | -0.1 | 1 | -0.2 | -1.0 | 2 | 3 | 0.2

Single records, from the list above:
CCOc1ccc(S(=O)(=O)N2CCC(C(=O)NCC(=O)Nc3cccc(Cl)c3C)CC2)cc1 is listed as FadD28 binding = -1.8; FBA Mtb inh = 1; Mtb UGM inh = ·; Anthrax LF inh2 = -2; BoNT A protease = -6.3; PfHsp40 yeast = 0.1; BoNT-F LC inh = 5; GDH-TPI counter = 3; Mtb BioA inh = -0.5
Cc1ccccc1N1C(=O)CC1(C#N)c1ccc(OCc2ccccc2)cc1 (configuration not stated) is listed as FadD28 binding = -1.4; FBA Mtb inh = 0; Mtb UGM inh = 4.7; Anthrax LF inh2 = -2; BoNT A protease = -0.3; PfHsp40 yeast = 0.9; BoNT-F LC inh = -4; GDH-TPI counter = 1; Mtb BioA inh = ·
